Source: PubChem BioAssay (several laboratories)
CF NFkB inh – cystic fibrosis NF-kB activation inhibition | KKLEB NF-kB-GFP reporter, PAF-induced, GFP fluorescence overnight | inhibition, % at 5 µM | AID 588850 | 0.86% of 360,000 active;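 active = at least 50% inhibition at 5 µM, scaled per plate between neutral and stimulator controls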;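 note: PAF is a Pseudomonas aeruginosa culture filtrate used as stimulus; plate controls were PAF-stimulated DMSO wells for no effect and unstimulated DMSO wells for full effect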
KKLEB cytotox – CF airway cell cytotoxicity counter-screen | KKLEB CF airway cells viability, ATPlite luminescence, overnight; stronger effect = lower value; cells stimulated with P. aeruginosa culture filtrate | activity change (cytotoxicity), % at 5 µM | 0.36% of 360,000 active | AID 602141;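 active = corrected activity change at or below -50% at 5 µM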
SRC3 inh – human NCOA3 inhibition; inhibition, % at 3.6 µM; 0.17% of 360,000 active; HEK293 GAL4-SRC3 luciferase reporter, luminescence;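 active = inhibition above a per-campaign cutoff, the mean of all compounds plus 3 SD, cut at about 60% in these data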;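 note: 0% = DMSO-treated cells and 100% = gossypol-treated cells at 36 µM; higher means less SRC3-driven luciferase light from the GAL4 reporter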
TRAIL sens C8 – caspase-8 TRAIL sensitization; NB7+C8 cells + TRAIL, ATPlite viability luminescence; inhibition (viability loss, TRAIL sensitization), % at 10 µM; 1% of 360,000 active;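 active = compounds causing at least 50% loss of cell viability in the single-dose screen, relative to plate controls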
SRC1 inh – inhibitors of human steroid receptor coactivator 1 (SRC1). Q15788. HEK293 GAL4-SRC1 luciferase reporter, luminescence. inhibition, % at 3.6 µM. 0.12% of 360,000 active. AID 588354;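 active = inhibition above the campaign mean plus 3 SD, with each screening campaign given its own cutoff, cut at about 60% in these data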;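 note: 0% = DMSO treated cells and 100% = gossypol at 36 µM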
Shn3 3UTR inh – inhibitors of Schnurri-3 3'UTR reporter in osteoblasts. 0.52% of 360,000 active. AID 588674. Clone20 osteoblast Shn3 3'UTR firefly luciferase, 24 h. inhibition, % at 12.5 µM;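 active = mean inhibition of at least 75% with every replicate also reaching 75%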;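 note: 0% = median of neutral control wells and 100% = pilot-screen positive control compound; some compounds past the cut are filed as inactive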
NR5A2 inv ag – suppresses constitutive activity of human LRH-1; 0.13% of 360,000 active; AID 602396; O00482; inhibition, % at 3.6 µM; HEK293T StAR-luciferase reporter, LRH-1 transfected, 24 h;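 active = inhibition above the mean inhibition of all tested compounds plus 3 SD, cut at about 73% in these data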;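 note: 0% = DMSO wells and 100% = reporter-only cells lacking LRH-1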
Target sequence (O00482 whole entry, looked up): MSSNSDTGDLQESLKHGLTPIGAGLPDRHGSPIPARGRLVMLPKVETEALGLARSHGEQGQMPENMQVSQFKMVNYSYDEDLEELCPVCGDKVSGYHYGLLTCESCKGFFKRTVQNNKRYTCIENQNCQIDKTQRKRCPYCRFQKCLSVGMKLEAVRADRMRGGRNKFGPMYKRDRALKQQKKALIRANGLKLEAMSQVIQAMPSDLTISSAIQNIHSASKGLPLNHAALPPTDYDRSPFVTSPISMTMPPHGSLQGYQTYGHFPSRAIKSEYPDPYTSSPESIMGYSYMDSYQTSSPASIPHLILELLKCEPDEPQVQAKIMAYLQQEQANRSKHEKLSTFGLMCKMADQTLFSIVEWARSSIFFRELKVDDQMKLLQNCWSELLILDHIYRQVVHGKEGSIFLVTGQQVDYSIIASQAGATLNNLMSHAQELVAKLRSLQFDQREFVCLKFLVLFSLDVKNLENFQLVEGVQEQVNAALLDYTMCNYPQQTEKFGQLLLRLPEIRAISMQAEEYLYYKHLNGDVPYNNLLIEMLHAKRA
COUP-TFII inh – blocks human COUP-TFII nuclear receptor | HEK293T NGFI-A luciferase reporter, luminescence | inhibition, % at 8.6 µM | AID 686940 | 0.7% of 370,000 active | P24468;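 active = inhibition above a per-plate cutoff, mean inhibition of test wells between control levels plus 3 SD, cut at about 38% in these data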;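 note: cells cotransfected with COUP-TFII expression vector driving the NGFI-A reporter; 0% = median of COUP-TF2 test wells and 100% = reporter-only cells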
Target sequence (P24468 whole entry, looked up): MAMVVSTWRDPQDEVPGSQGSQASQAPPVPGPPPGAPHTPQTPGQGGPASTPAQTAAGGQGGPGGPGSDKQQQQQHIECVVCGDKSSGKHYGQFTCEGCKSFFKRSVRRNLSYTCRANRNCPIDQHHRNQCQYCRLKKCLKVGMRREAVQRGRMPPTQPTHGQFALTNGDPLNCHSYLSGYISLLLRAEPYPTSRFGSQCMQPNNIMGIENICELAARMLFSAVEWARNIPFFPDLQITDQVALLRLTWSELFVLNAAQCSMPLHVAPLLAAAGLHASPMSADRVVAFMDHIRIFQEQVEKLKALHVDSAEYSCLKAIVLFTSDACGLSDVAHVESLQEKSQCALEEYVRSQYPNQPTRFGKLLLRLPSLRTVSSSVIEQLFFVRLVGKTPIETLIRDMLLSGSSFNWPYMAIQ
TWEAK Fn14 block – TWEAK-Fn14 signaling inhibition; TWEAK-stimulated Fn14 reporter cells, luciferase luminescence, 8 h; inhibition, % at 10 µM; 2% of 360,000 active; AID 1159606; in the data active = inhibition above about 50%
TROY NFkB inh – blocks TROY-dependent signaling in reporter cells; inhibition, % at 10 µM; 0.98% of 360,000 active; Q293 LMP1-TROYcd NF-kB luciferase reporter, 4 h;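 active = compounds whose plate-normalised and pattern-corrected inhibition of the luciferase reporter signal at the single screening dose is 50% or more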
LMP1 NFkB inh – Epstein-Barr LMP1 NF-kappaB reporter inhibition. LMP1-induced NF-kappaB luciferase reporter cells, luminescence. inhibition, % at 12.5 µM. 0.69% of 350,000 active; in the data active = inhibition above about 41%;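 note: 0% = neutral control wells and 100% = reference inhibitor control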
Numbers without * were called inactive; / = not tested or not shown. Not all compounds are listed; the hit share may differ from the screen's.

item	Structure	CF NFkB inh	KKLEB cytotox	SRC3 inh	TRAIL sens C8	SRC1 inh	Shn3 3UTR inh	NR5A2 inv ag	COUP-TFII inh	TWEAK Fn14 block	TROY NFkB inh	LMP1 NFkB inh
1	CC(=O)N1c2ccc(S(=O)(=O)N(C)C3CCCCC3)cc2CC1C (stereo unspecified)	-2.0	-9.0	-8.2	-4.8	-1.6	-20.0	-28.2	-21.3	-1.0	-19.3	1.7
2	CC(=O)c1ccc(N2CCN(C(=O)CCS(=O)(=O)c3ccc4c(c3)NC(=O)CS4)CC2)cc1	5.4	-8.9	8.2	5.6	-20.8	5.9	25.8	11.0	-10.3	-26.4	-5.2
3	CC1=C(C(=O)N2CCOCC2)CC(CC(=O)NCc2cccs2)C(=O)N1Cc1ccc(F)cc1 (stereo unspecified)	-12.9	7.4	-1.5	-3.3	1.5	22.6	5.3	2.7	2.4	-3.5	1.6
4	CCn1c(SCC(=O)C(C)(C)C)nnc1-c1ccccn1	-16.2	-6.9	-0.6	-14.3	2.6	1.4	-4.8	-2.7	4.3	-16.7	-1.9
5	Cc1cc(-c2n[nH]c(=S)n2-c2ccccc2C)cs1	-4.0	2.2	-0.7	-2.0	-1.0	-3.1	-11.7	4.0	-12.8	-19.9	4.3
6	CC(OC(=O)/C=C/c1ccco1)C(=O)NC1CCCCC1C (stereo unspecified)	4.1	6.3	15.4	4.6	10.7	10.3	19.0	6.8	1.0	12.1	9.1
7	COc1ccc(/C=C(\C#N)c2cc(OC)c(OC)cc2[N+](=O)[O-])cc1	19.0	-13.8	-17.3	3.7	-0.8	-37.0	3.4	3.6	-3.7	9.6	-2.8
8	Cc1nn(-c2ccc(Br)cc2)c(=O)c2ccccc12	-31.5	10.3	-93.2	6.0	-131.5	-26.0	-47.9	-57.0	-25.6	-69.4	-17.3
9	COC(=O)c1cc2c(s1)-c1ccccc1OC2	-47.6	14.0	-26.2	-10.9	-8.9	-17.3	-5.0	-23.8	-10.0	-64.7	-12.3
10	CC(C)(Cc1ccc(O)cc1)NC(=O)CC(=O)N=Nc1c(O)[nH]c2cc(Br)ccc12	3.9	-4.9	12.1	28.9	-1.7	6.4	-3.3	21.8	5.1	7.5	-4.0
11	Cc1ccc(-n2c(=O)cc(N3CC(C)CC(C)C3)[nH]c2=O)cc1 (stereo unspecified)	-2.4	10.2	11.6	12.7	-3.9	2.8	13.4	0.3	7.2	-5.5	-5.9
12	COc1cccc(N(C(=O)c2snc(C(N)=O)c2N)C(C(=O)NCC2CCCO2)c2ccc(F)cc2)c1 (stereo unspecified)	-3.4	14.4	-9.8	-23.8	-9.9	-2.0	6.2	-3.4	2.5	-34.1	-1.6
13	CCOc1ccc(OCC(=O)OCC(=O)NCC2CCCO2)cc1 (stereo unspecified)	6.2	-9.3	16.7	-0.3	-0.1	15.0	-0.7	10.3	4.2	3.4	-1.1
14	COc1ccc(S(=O)(=O)NCc2ccc(C(=O)O)cc2)cc1	3.9	13.9	7.4	10.8	-8.7	0.7	-0.9	-1.6	9.5	-2.1	2.6
15	CC1CN(C2CCCCC2)C(=O)NC1=O (stereo unspecified)	-24.8	0.5	-14.5	-10.2	-6.3	-1.2	14.8	9.2	4.5	-16.8	-5.0
16	CCCC(CNC(C)=O)(C1=CCCCC1)c1ccccc1 (stereo unspecified)	6.3	-6.2	-4.9	2.5	-18.3	5.1	-2.3	-12.2	18.1	-0.1	1.0
17	COc1cc(/C=C2/C(=O)NN(c3cccc(Cl)c3)C2=O)cc(Br)c1O	-1.5	-12.9	-7.6	-12.5	3.0	8.2	2.1	-0.9	29.8	-11.3	0.6
18	Cc1ccccc1OCCCn1c(=O)sc2ccccc21	3.1	1.8	-61.5	14.6	-81.6	-58.3	-90.8	-39.1	-8.4	-65.4	-38.6
19	N#C/C(C(=O)N1CCOCC1)=C1/SC(Cc2ccc(F)cc2)C(=O)N1c1ccccc1 (stereo unspecified)	-3.7	3.6	8.6	-0.8	7.9	15.8	22.5	2.6	37.8	-14.8	2.4
20	CCCn1c(SCC(=O)Nc2ccccc2OC)nnc1-c1ccco1	3.9	-10.3	0.9	0.1	19.5	-19.2	24.4	-3.8	11.0	-1.4	1.7
21	C=C[C@@H]1c2cc(C)ccc2N(S(=O)(=O)c2ccc(C)cc2)[C@H](c2ccc(OC(C)=O)cc2)C1(C#N)C#N	17.9	-8.5	9.8	19.1	7.3	49.2	-16.5	4.1	8.0	1.5	-9.4
22	OCCSc1nc(-c2cccnc2)nc2ccccc12	-10.0	-11.3	-5.2	-6.0	2.7	-2.4	31.3	12.4	19.9	1.3	-7.7
23	CC(C)(C)CC(=O)Nc1nnc(SCC(=O)N2CCCCC2)s1	9.0	-1.4	5.3	-2.7	10.0	10.3	-15.8	13.6	-10.5	5.0	-6.6
24	Cc1ccccc1Cn1c(C)c(C(=O)NCc2cccc(C(F)(F)F)c2)sc1=O	-8.7	-5.7	8.1	9.2	-67.6	-9.1	-1.9	0.1	-15.4	-19.0	/
25	Cc1cc(NC(=O)CSc2nc(C(C)(C)C)nc3ccccc23)no1	29.8	-16.2	10.4	-51.2	-31.3	0.9	12.9	29.0	19.6	21.8	-1.3
26	CN=C1CC(C)(C)CC(=O)/C1=C(/O)CCC(=O)NC	4.4	-4.8	6.8	-0.6	3.0	-1.3	4.7	-11.8	-9.2	4.0	-3.7
27	O=c1sc(Nc2ccccc2)nc2ccsc12	-6.6	3.5	-83.6	29.3	-89.1	-29.9	-42.5	-22.8	2.0	-57.0	-35.7
28	O=C(NC1CCCCCC1)c1cc2n(n1)C(C(F)(F)F)CC(c1ccco1)N2 (stereo unspecified)	3.5	-1.5	-11.4	10.5	5.6	18.8	-18.7	0.6	-31.0	-32.2	-0.1
29	Cc1ccc(NC(=O)COC(=O)[C@H](C)N2C(=O)C3CC=CCC3C2=O)cc1S(=O)(=O)N(C)C (stereo partly specified)	9.9	7.5	10.0	-11.1	1.6	11.5	0.4	-1.4	-3.8	10.6	-10.7
30	O=C(c1ccc(F)cc1)c1cc2ccc(O)cc2oc1=O	-28.1	7.8	-27.9	10.4	-42.2	-17.0	-13.4	-9.7	-14.9	-7.9	0.4
31	Clc1ccc(CSc2nccn2Cc2ccccc2)cc1	-19.4	-7.3	-5.9	-1.7	-0.2	-1.6	10.8	-2.8	-5.6	6.0	23.8
32	Cc1ccc(S(=O)(=O)N(C)c2cc(S(N)(=O)=O)c(C)cc2C)cc1	3.1	4.7	14.8	-8.1	-19.5	14.7	5.3	14.2	7.4	9.9	-2.6
33	O=C(N/N=C/c1ccc(Sc2ccccn2)o1)c1cc2ccccc2cc1O	0.1	-14.5	-37.3	-10.2	1.5	-22.3	-27.6	/	11.3	-26.3	-1.6
34	COc1ccc(CNn2c(C)nc3ccccc3c2=O)cc1	2.7	4.9	10.6	25.4	-10.9	3.7	14.0	-9.8	26.6	38.9	-1.5
35	COc1ccc2cc(-c3ccccc3)c(=O)oc2c1	5.5	-2.2	-73.8	35.8	-158.8	-54.2	-142.8	-48.4	-9.2	-17.1	-32.7
36	COc1ccc(OCCC(=O)NCCN2CCOCC2)cc1	-1.1	3.8	-12.6	-7.9	-0.9	-9.4	7.9	4.8	-6.0	-0.1	0.4
37	O=C(c1cnn2cccnc12)N1CCN(c2ccccc2)CC1	-0.9	17.5	-37.4	-7.8	-14.7	-36.0	-42.7	-15.0	-16.3	10.5	7.0
38	Cc1nn(CC(=O)OCC(=O)c2ccccc2)c(C)c1[N+](=O)[O-]	-5.1	4.4	17.3	-6.1	-6.4	-11.2	-8.8	-12.8	-18.6	-5.6	-5.8
39	COc1ccccc1-n1c(SCC(N)=O)nnc1-c1ccc(S(=O)(=O)N2CCCCC2)cc1	-8.4	-13.0	0.6	17.4	-40.5	-2.2	28.6	-0.5	7.6	-2.6	0.5
40	C=CCNC(=O)c1onc(CSc2ccc(F)c(F)c2)c1C(=O)NCC=C	0.8	0.9	7.6	1.5	-3.7	-30.7	1.2	10.6	17.2	-8.3	-1.2
41	Cc1ccc(NC(=O)CCNS(=O)(=O)c2ccc3c(c2)CCC(=O)N3)cc1F	13.5	-7.1	-16.6	5.7	13.2	1.3	5.0	-1.5	3.4	-0.3	5.5
42	Cc1ccc(C)c(N2CCN(C(=O)c3ccc(NS(=O)(=O)c4c(C)noc4C)cc3)CC2)c1	9.8	-11.4	-2.3	0.6	2.4	7.1	0.7	5.6	-10.4	-0.3	-15.3
43	COc1ccc(C2CC(c3c(O)cc(C)oc3=O)=NCCS2)c(OC)c1 (stereo unspecified)	33.3	-13.4	-25.5	77.7*	-93.1	-11.7	-59.2	/	-102.1	-40.4	14.3
44	Fc1cnc(Cl)nc1NC1CCCCC1	7.8	14.5	16.8	7.5	-1.1	-5.4	-6.8	12.5	7.8	6.0	1.4
45	Cc1ccnc(NC(=O)COc2c(C)cc(C)cc2[N+](=O)[O-])c1	-8.4	6.5	-5.2	7.4	-1.3	-5.7	-0.2	-4.2	-8.2	-21.5	-19.9
46	Cc1cccc(-c2noc(CN(C(=O)C(c3ccccc3)c3ccccc3)C(C)C)n2)c1	-4.6	0.0	7.7	14.5	7.3	84.4*	2.6	-11.8	7.3	-14.8	-0.6
47	O=C(Nc1nnc([C@@H]2C[C@H](O)[C@@H](CO)O2)s1)Nc1cccc(Cl)c1Cl	4.4	-5.1	-39.2	3.8	-29.1	-13.0	-20.1	-10.1	-14.6	-51.2	/
48	CCCN(CC(=O)Nc1ccccc1OC)C(=O)c1cc(-c2ccccc2)nn1-c1ccccc1	33.0	-7.2	1.1	-8.1	4.6	28.4	-16.1	-10.7	16.2	12.3	5.3
49	Cc1ccc2[nH]c(CNC(=O)c3ccccc3F)cc2c1	12.1	-10.0	-45.0	23.5	-36.0	-12.0	-21.1	-3.1	-1.6	0.4	-4.1
50	CCN1C(=O)N[C@H](c2ccccc2)C(C(C)=O)=C1C	-36.2	8.6	-1.1	-16.4	0.1	-2.6	-11.2	7.4	2.8	1.4	-1.7
51	CC(C)C(=O)Nc1cc(S(=O)(=O)N2CCOCC2)ccc1N1CCCCC1	-2.0	-2.6	2.5	-2.0	-17.1	-8.3	-4.2	14.4	-2.2	10.8	0.8
52	O=C(NCC(c1ccco1)N1CCCC1)c1cn(Cc2ccccc2)nc1-c1ccccc1 (stereo unspecified)	4.8	-6.5	-12.7	-4.4	5.0	7.3	-16.2	19.9	4.6	-10.7	-4.2
53	O=C(NC(=S)Nc1ccccc1N1CCCC1)c1cccc(F)c1	-13.6	-2.3	11.0	-10.2	6.5	-17.6	2.0	6.8	26.4	-16.5	-19.0
54	Cn1c(SCCOc2ccc(F)cc2)nnc1-c1ccncc1	1.7	-3.4	1.9	21.8	-10.7	0.8	9.9	3.7	2.2	-19.6	-9.6
55	O=C(N/C=C\c1ccccc1)NCc1ccc(Cl)cc1	-28.0	5.6	1.3	-11.7	3.1	12.1	-7.5	15.3	16.2	-21.9	-0.2
